# Abeta rescue: A-beta toxicity reversal in yeast. Potency, µM (top dose mostly 46.1 µM), inactives show at the top dose growth rescue, hits mostly activators. yeast expressing A-beta42, growth rescue, OD600, 48 h; response scale: 0% DMSO, 100% iron-clioquinol control. 0.063% of 410,000 active; note: potency is the fitted concentration of half-maximal effect; nearly all actives have a fitted effect of over 55% in size
#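 Yeast A-beta toxicity model in growth medium with pinned compounds, 48 h at 30 C; growth read as absorbance at 600 nm. Normalized to FeCl3/clioquinol equimolar mix (positive) and DMSO (negative).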
# Nrf2 block: Nrf2 pathway inhibition; 2.1% of 360,000 active; Potency, µM (highest dose often 46 µM), without a hit: top-dose activity change, negative = inhibition, actives largely listed as inhibitors; A549 ARE-Fluc reporter, luciferase luminescence, 18-24 h; note: potency is the fitted concentration of half-maximal effect; % is set by controls: 0 for no effect and ±100 for the full control effect; nearly all actives have a fitted effect of over 60% in size
#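 Reporter: ARE-Fluc in A549. Exposure: 18-24 h, 37 °C, 5% CO2, 5% FBS OPTI-MEM. Readouts: fluorescent cytotoxicity (CellTiter-Fluor), then luminescent Nrf2 signal after BugLite.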
# Mm-Cpn inhibitor: blocks the Methanococcus maripaludis chaperonin Mm-Cpn; purified Mm-Cpn ATPase, ADP Transcreener TR-FRET; Potency, µM (titrated, usually from 76.9 µM), without a hit: at the top dose activity, negative = inhibition, usual class: inhibitors; 0.031% of 330,000 active; note: potency is the fitted concentration of half-maximal effect; % is set by controls: 0 for no effect and ±100 for the full control effect; nearly all actives have a fitted effect of over 80% in size
#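 Eu-cryptate anti-ADP/ADP-d2 competition gives a ratio inversely related to ADP. Enzyme at 25 nM was pre-exposed to compound for 10 min, then given 10 uM ATP for 30 min, 37°C throughout.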
# CCT modulator: cytosolic chaperonin activity modulation; activity change, % (no concentration beside the values), hits read low; 0.3% of 360,000 active; purified chaperonin ATPase assay, HTRF ADP detection, 30 min; in the data active = activity change below about -30%; note: % is set by controls: 0 for no effect and ±100 for the full control effect
#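 Nucleotide hydrolysis assay: TRiC at 20–40 nM final (set by batch activity) with 10 uM ATP, 30 min at 37 °C, in presence of 76 uM compound. Detection by competitive ADP HTRF, 30 min ambient.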
# HepG2 viability: kills HepG2 cells in TGF-b inhibitor counter-screen. HepG2 CAGA-GFP viability, ATP luminescence, 18 h. Potency, µM (series often up to 46.1 µM), inactives show at the top dose activity change, negative = cytotoxicity, actives largely listed as cytotoxic. 0.76% of 410,000 active. AID 588856; note: potency is the fitted concentration of half-maximal effect; some results filed as inactive show a strong effect at the top dose
#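 HepG2 CAGA-GFP cells (1000/well, DMEM with 1% FBS) received compound, then TGF-beta at 500 pg/mL final, and were incubated 18 hours at 37 degrees C. Viability was read by CellTiter-Glo luminescence. Media-only wells were set as complete cell-killing and DMSO as no toxicity.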
# TGFb SMAD3 inh: TGF-b pathway inhibition; HepG2 CAGA-GFP TGF-b/SMAD3 reporter, GFP fluorescence, 18 h; TGF-beta stimulated, 500 pg/mL final; Potency, µM (doses to about 46.1 µM), without a hit: at the highest dose activity, negative = inhibition, most hits filed as inhibitors; 1.2% of 410,000 active; AID 588855; note: potency is the fitted concentration of half-maximal effect; % is set by controls: 0 for no effect and ±100 for the full control effect; nearly all actives have a fitted effect of over 65% in size
#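 Using HEPG2 CAGA-GFP reporter cells at 1000 cells/well, we pinned test compounds, stimulated with recombinant TGF-beta (500 pg/mL final) and measured total well GFP after 18 h.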
# Nrf2 ARE act: activates Nrf2 signaling; 0.31% of 410,000 active; Potency, µM (titrated, usually from 46.1 µM), for inactives: at the top dose activation, actives largely listed as activators; AREc32 ARE-luciferase reporter (MCF7-derived line), luminescence, 24 h; AID 624171; note: potency is the fitted concentration of half-maximal effect; % of control where 0% means no effect; nearly all actives have a fitted effect of over 65% in size
#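 AREc32 cells carrying an ARE-driven firefly luciferase reporter were seeded at 1000 cells/well in OPTI-MEM with 5% FBS, then exposed to compound for 24 hr at 37 deg C. Luminescence was read with Steady-Glo after 30 min at RT.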
# pAkt inh: blocks phosphorylation of Akt; 0.32% of 360,000 active; Neuro2A IGF-stimulated pAkt S473 HTRF, 20 min; hits give low values; activity change, % for hits at 50 µM; in the data active = activity change below about -80%; inconclusive = mostly about -51% to -80%; note: % is set by controls: 0 for no effect and ±100 for the full control effect
#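 Neuro2A cells in DMEM with 0.5% FBS, overnight at 37 deg C, given compound at single 50 µM final, then IGF (6 nM final) for 20 min at 37 deg C. Lysed; phospho-Akt Ser473 by HTRF after 24 h, 665/615 ratio.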
# A549 viability: A549 cytotoxicity, counter-screen for Nrf2 inhibitors | 0.16% of 390,000 active | AID 504648 | Potency, µM (highest dose often 46 µM), for the others: at the top dose activity change, negative = cytotoxicity, usual class: inhibitors | A549 ARE-Fluc cells, CellTiter-Fluor viability, 18-24 h; note: potency is the fitted concentration of half-maximal effect; % is set by controls: 0 for no effect and ±100 for the full control effect
#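 A549 ARE_Fluc cells in 5% FBS OPTI-MEM were exposed to compounds in concentration-response for 18-24 h at 37 deg C. Viability was read by CellTiter-Fluor fluorescence (Ex 405/Em 525) after 30 min, before the luciferase read.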
# Active calls of the source: *; i = inactive; ? = inconclusive; . = not tested or not shown; & = joins results of further samples; [ ] = dose if it differs, or a comment. Unless noted, calls come from the whole dose curve; as a rule, active = well fitted curve in the direction sought with a large enough effect; inconclusive = small, poorly fitted or top-dose-only effect, or another doubt; inactive = no such curve, though single readings can be large; an effect the other way counts as inactive or inconclusive.
SMILES,Abeta rescue,Nrf2 block,Mm-Cpn inhibitor,CCT modulator,HepG2 viability,TGFb SMAD3 inh,Nrf2 ARE act,pAkt inh,A549 viability
CCOC(=O)c1ccc2nc3c(cc2c1)CCS3,-33%[inhibitor],.,-2%,1.9,-1%,4%,0.8%,i,18%
COc1ccc(OC(=O)Cc2cccc3ccccc23)cc1,20%,-6%,1%,-0.3,-3%,1%,-1.0%,i,4%
COc1cc(/C=C2/SC(=O)NC2=O)ccc1OCc1ccccc1,-4%,?,-2%,-2.5,-22%,?,21%,i,-20%
COc1ccc(-c2cn3ccc4ccccc4c3n2)cc1,-15%,?,-4%,-3.8,-5%,-3%,6.6%,i,6%
O=C(NCc1ccncc1)c1cn(-c2ccccc2)nc1-c1cccnc1,-5%,12%,3%,1.8,-3%,-9%,-0.2%,i,1%
CC(O)(c1ccc(F)c(F)c1)c1nc(-c2ccncc2)cs1 (stereo not given),3%,.,.,-4.9,-26%,?,5.3%,i,.
CCC(C)NC(=O)CSc1nc2c(sc3ccccc32)c(=O)n1CCc1ccccc1 (stereo not given),-7%,.,.,.,0%,0%,-0.1%,.,5%
Cc1nc2nc(SCc3ccccc3)[nH]n2c(=O)c1CCC(C)C,0%,4%,-1%,-1.6,-5%,-23%,-0.7%,i,8%
CCOc1ccc(-c2nc(CSCC(=O)N3CCN(c4cccc(OC)c4)CC3)c(C)o2)cc1,7%,?,-7%,-3.7,-20%,-8%,-1.4%,i,3%
COc1ccccc1N1CCN(C(=O)c2ccc3c(=O)n(Cc4ccco4)c(=S)[nH]c3c2)CC1,-10%,-17%,2%,0.3,-22%,-7%,3.9%,i,1%
C=CCNC(=O)c1ccc2nccnc2c1,0%,?,4%,0.0,-18%,0%,-0.3%,i,-2%
CN(C)C(=O)CCc1ccc2c3c([nH]c2c1)[C@]1(C)[C@@H](C(=O)N2CCOCC2)C[C@H](CC(=O)NCCCn2ccnc2)C(=O)N1CC3,8%,10%,-2%,1.2,-4%,10%,0.4%,i,-3%
Cc1ccc(C(=O)Nc2ccc(OCc3cc(=O)n4c(C)csc4n3)cc2)cc1,1%,-12%,.,.,-5%,-8%,0.3%,.,2%
O=[N+]([O-])c1cc([N+](=O)[O-])c(Oc2ccccc2F)cc1NN1CCCCC1,0%,-7%,0%,-2.7,-14%,3%,0.4%,i,-11%
CCC(C)(C)NC(=O)C(c1ccncc1)N(C(=O)c1sc(C)nc1C)c1ccc(C)cc1 (stereo not given),-2%,0%,-1%,-1.1,2%,5%,0.8%,i,7%
S=c1[nH]nc(-c2ccc3ccccc3n2)o1,-3%,6%,-6%,3.1,0%,-15%,4.9%,i,0%
COCCCNC(=O)Cn1c(=O)n(-c2ccc(Cl)cc2)c(=O)c2c3c(sc21)CCCCC3,6%,3%,.,.,2%,-11%,-0.7%,.,-3%
CCC(C)C(NC(N)=O)C(=O)Nc1ccc(C)c(Cl)c1 (stereo not given),-1%,-1%,0%,-7.9,-20%,?,-1.2%,i,10%
Cc1cc(C#N)c(C)n1-c1cc(C(F)(F)F)ccc1N1CCOCC1,22%,?,1%,1.9,-14%,-1%,-0.7%,.,-8%
N/C(=N\OC(=O)CCCc1ccccc1)c1ccccc1Cl,?,17%,1%,-1.6,-2%,-14%,-0.5%,i,6%
Nn1c(-c2cccc(Br)c2)n[nH]c1=S,-8%,-30%,-1%,-1.1,24%,14%,-0.1%,i,-9%
CCN(C(=O)COc1ccccc1)c1nnc(-c2cccnc2)s1,-5%,19%,0%,2.1,19%,-7%,4.4%,i,2%
CCn1c(=O)cc(SCC(=O)NCCCN2CCC(C)CC2)c2ccccc21,-12%,0%,2%,-4.8,-21%,-1%,2.7%,i,-15%
CC(C)CC(OC(=O)c1cccs1)C(=O)NCc1ccco1 (stereo not given),15%,0%,-1%,-0.9,-27%,0%,3.1%,i,0%
CC(C)CN(CCCNC(=O)CN1N=C(c2ccc(Cl)cc2)CCC1=O)CC(C)C,-12%&-17%,-9%,2%,-1.0,4%&-28%,?,0.2%&-0.1%,i,-6%&1%
COc1ccc(CNC(=O)COC(=O)CN2C(=O)C3CCCCC3C2=O)cc1 (stereo not given),2%,.,.,2.3,-20%,-17%,-2.1%,i,.
NNC(=O)C=C1CCN(c2ncc(C(F)(F)F)cc2Cl)CC1,21%,-15%,-1%,-1.9,-3%,-11%,2.6%,i,-14%

# Among those listed so far, 10 contain four or more nitrogen atoms.
SMILES,Abeta rescue,Nrf2 block,Mm-Cpn inhibitor,CCT modulator,HepG2 viability,TGFb SMAD3 inh,Nrf2 ARE act,pAkt inh,A549 viability
O=C(NCc1ccncc1)c1cn(-c2ccccc2)nc1-c1cccnc1,-5%,12%,3%,1.8,-3%,-9%,-0.2%,i,1%
Cc1nc2nc(SCc3ccccc3)[nH]n2c(=O)c1CCC(C)C,0%,4%,-1%,-1.6,-5%,-23%,-0.7%,i,8%
COc1ccccc1N1CCN(C(=O)c2ccc3c(=O)n(Cc4ccco4)c(=S)[nH]c3c2)CC1,-10%,-17%,2%,0.3,-22%,-7%,3.9%,i,1%
CN(C)C(=O)CCc1ccc2c3c([nH]c2c1)[C@]1(C)[C@@H](C(=O)N2CCOCC2)C[C@H](CC(=O)NCCCn2ccnc2)C(=O)N1CC3,8%,10%,-2%,1.2,-4%,10%,0.4%,i,-3%
O=[N+]([O-])c1cc([N+](=O)[O-])c(Oc2ccccc2F)cc1NN1CCCCC1,0%,-7%,0%,-2.7,-14%,3%,0.4%,i,-11%
CCC(C)(C)NC(=O)C(c1ccncc1)N(C(=O)c1sc(C)nc1C)c1ccc(C)cc1 (stereo not given),-2%,0%,-1%,-1.1,2%,5%,0.8%,i,7%
Nn1c(-c2cccc(Br)c2)n[nH]c1=S,-8%,-30%,-1%,-1.1,24%,14%,-0.1%,i,-9%
CCN(C(=O)COc1ccccc1)c1nnc(-c2cccnc2)s1,-5%,19%,0%,2.1,19%,-7%,4.4%,i,2%
CC(C)CN(CCCNC(=O)CN1N=C(c2ccc(Cl)cc2)CCC1=O)CC(C)C,-12%&-17%,-9%,2%,-1.0,4%&-28%,?,0.2%&-0.1%,i,-6%&1%
NNC(=O)C=C1CCN(c2ncc(C(F)(F)F)cc2Cl)CC1,21%,-15%,-1%,-1.9,-3%,-11%,2.6%,i,-14%
